Source: PubChem (National Center for Advancing Translational Sciences (NCATS))
uPA generation – inhibitors of cell surface uPA generation. cell surface uPA generation assay, qHTS. Potency, µM (doses to about 38.3 µM), for the others: at the highest dose activity change, negative = inhibition, usual class: inhibitors. hit rate 0.31% among 330,000. AID 540303; active means well fitted inhibition curve with a large enough effect; inconclusive means small, poorly fitted or top-dose-only effect; inactive means no such curve, though single readings can be large or run the other way; tested in mouse RAW 264.7 cells; further: potency means the concentration at half of the fitted maximal effect; nearly all actives have a fitted effect of over 55% in size
PKM2 activator – activators of human pyruvate kinase M2 | P14618 | purified PKM2, Kinase-Glo ATP luminescence, activation; response scale: 0% is enzyme alone, no compound | Potency, µM (series often up to 57.5 µM), without a hit: top-dose activation, actives largely listed as activators | hit rate 0.34% among 260,000; further: potency means the concentration at half of the fitted maximal effect; nearly all actives have a fitted effect of over 55% in size
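Purified hPK-M2 (>95% pure) converted ADP (0.1 mM final) to ATP with 0.5 mM PEP in 50 mM imidazole pH7.2, KCl, MgCl2, Tween 20, BSA; 1 h at room temperature. ATP detected by Kinase-Glo luminescence.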
USP2a block – inhibitors of human ubiquitin-specific protease USP2a. O75604. USP2 core, Ub-CHOP2 coupled fluorogenic reporter, 485/531. Potency, µM (titrated, usually from 38.3 µM), for the others: at the highest dose activity change, negative = inhibition, hits mostly inhibitors. hit rate 0.01% among 330,000. AID 463254;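 further: potency means the concentration at half of the fitted maximal effect; plate controls were DMSO wells for no effect and full inhibition by NEM control for full effect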
Target sequence (O75604 whole entry, looked up): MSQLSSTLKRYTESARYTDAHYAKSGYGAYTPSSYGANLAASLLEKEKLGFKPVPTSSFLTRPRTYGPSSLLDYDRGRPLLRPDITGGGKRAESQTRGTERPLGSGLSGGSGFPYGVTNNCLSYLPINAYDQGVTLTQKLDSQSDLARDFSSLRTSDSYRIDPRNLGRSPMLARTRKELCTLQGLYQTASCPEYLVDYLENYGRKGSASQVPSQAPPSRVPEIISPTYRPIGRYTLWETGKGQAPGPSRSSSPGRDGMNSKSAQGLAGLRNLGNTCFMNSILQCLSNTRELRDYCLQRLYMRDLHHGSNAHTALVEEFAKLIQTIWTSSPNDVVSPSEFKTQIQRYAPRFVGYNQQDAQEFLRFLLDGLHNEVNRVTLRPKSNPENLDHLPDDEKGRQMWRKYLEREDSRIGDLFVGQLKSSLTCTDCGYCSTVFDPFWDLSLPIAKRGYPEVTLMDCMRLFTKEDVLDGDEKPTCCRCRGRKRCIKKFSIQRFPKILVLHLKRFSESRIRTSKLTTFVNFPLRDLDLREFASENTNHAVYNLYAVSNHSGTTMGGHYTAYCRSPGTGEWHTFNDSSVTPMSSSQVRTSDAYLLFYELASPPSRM
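Cell-free coupled assay: 10nM USP2 core preincubated 30min RT with compound in Tris-HCl pH 8.0/CaCl2/CHAPS buffer, then 25nM Ub-CHOP2 and 25nM reporter substrate; fluorescence (Ex 485/Em 531) read after 60min RT, normalized to NEM inhibition, concentration-response curves fitted.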
Giardia killer – kills Giardia lamblia. Giardia lamblia trophozoite viability. activity change, % at 7.66 µM, hits read low. hit rate 0.15% among 340,000. AID 540267; in the data active means activity change below about -80%; inconclusive means between about -30% and that limit;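 further: parasites exposed to compound for two days anaerobically before the ATP read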
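Luminescent ATP signal served as the viability read-out, measured 15-30 min after adding ATP detection reagent to trophozoites that had been incubated with compounds for 48 hrs at 37 deg C anaerobically at 100 cells/well.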
Eya2 phos inh – Eya2 (human) phosphatase inhibition; O00167; recombinant Eya2, OMFP fluorescence dephosphorylation (OMFP is methylfluorescein phosphate); Potency, µM (titrated, usually from 76.9 µM), without a hit: at the top dose activity, negative = inhibition, usual class: inhibitors; hit rate 0.006% among 330,000; further: potency means the concentration at half of the fitted maximal effect
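Eya2 (0.2 uM) preincubated 10 min at ambient with compound, then OMFP substrate added at 50 uM; 10 min reaction in 50 mM HEPES pH 7.5, 50 mM NaCl, 5 uM MgCl2, 0.05% BSA, 1 mM DTT. Fluorescence read at Ex 485/Em 525 nm.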
BCR signal inh – blocks chronic active B-cell receptor signaling. ABC-DLBCL IkBa-CBG/CBR reporter, luminescence ratio, 4 h. Potency, µM (top dose mostly 46.1 µM), inactives show top-dose ratio change, negative = lower green/red ratio, usual class: inhibitors. hit rate 0.05% among 340,000. AID 493014; active means well fitted inhibition curve with a large enough effect in the signal ratio, with a control signal flat, not every such curve was filed as active; inconclusive means small, poorly fitted or top-dose-only effect, or effect the other way, or a change in a side signal; the % refers to the signal ratio;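 further: potency means the concentration at half of the fitted maximal effect; plate controls were basal doxycycline-induced cells for no effect and cells given 10 µM MG132 for full effect; MG132 reads +100%, hits lower the ratio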
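Concentration-response series (up to 46 uM) were applied to TMD8 dual-reporter cells for 4 h at 37C with doxycycline. Green/red ratio, after filter-overlap correction, defined %Activity; red signal alone was normalised to basal cells and zero luminescence.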
B2AR arrestin – beta2AR (human) beta-arrestin recruitment activity | beta-arrestin recruitment to beta2AR, cell-based reporter | Potency, µM (titrated, usually from 46.1 µM), without a hit: at the highest dose activation, most hits filed as activators | hit rate 0.02% among 330,000 | AID 492947;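 further: potency means the concentration at half of the fitted maximal effect; 0% = DMSO controls and full agonism = EC100 isoproterenol or metaproterenol; nearly all actives have a fitted effect of over 65% in size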
GALK inhibitor – blocks human galactokinase activity; hit rate 0.007% among 270,000; Potency, µM (titrated, usually from 57.5 µM), for inactives: at the top dose activity change, negative = inhibition, usual class: inhibitors; Purified GALK, Kinase-Glo residual ATP luminescence; P51570; further: potency means the concentration at half of the fitted maximal effect
Target sequence (P51570 whole entry, looked up): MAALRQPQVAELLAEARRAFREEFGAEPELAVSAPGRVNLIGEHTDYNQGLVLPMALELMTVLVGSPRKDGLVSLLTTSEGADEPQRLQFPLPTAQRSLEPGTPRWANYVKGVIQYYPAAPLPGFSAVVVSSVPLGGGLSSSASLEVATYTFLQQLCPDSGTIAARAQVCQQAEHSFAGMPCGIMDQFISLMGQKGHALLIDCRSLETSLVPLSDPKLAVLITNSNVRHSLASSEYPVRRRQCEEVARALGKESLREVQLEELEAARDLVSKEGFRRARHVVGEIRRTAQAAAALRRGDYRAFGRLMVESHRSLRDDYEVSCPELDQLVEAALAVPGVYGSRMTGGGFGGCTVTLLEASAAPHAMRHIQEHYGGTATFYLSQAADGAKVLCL
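Compounds were pin-transferred into ATP buffer (35 uM final), then GALK plus galactose (5 nM, 100 uM final) was added. After 1 h at room temperature, Kinase-Glo Plus was added and luminescence read after 10 min.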
FBPA coupling cs – coupling enzyme interference in Giardia aldolase counter-screen | coupling enzyme system counterscreen, AmpLite Red fluorescence | activity change, negative = inhibition, % at 58.2 µM, hits read low | hit rate 0.67% among 290,000; in the data active means activity change below about -30%
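Counterscreen of the coupled detection system alone, without aldolase: glyceraldehyde-3-phosphate coupling enzymes plus AmpLite Red readout. Compounds at 57.5 uM final, 10 min RT preincubation, 20 min RT reaction, fluorescence 525/598 nm.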
KCNH2 3.1 block – blocks the human KCNH2 3.1 channel isoform | U2OS KCNH2 3.1, thallium flux FluxOr; hits give low values | activity change, % (tested at about 1.8 µM) | hit rate 0.95% among 340,000 | AID 720553;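 active means maximum activity change below -70%; inconclusive means maximum activity change from -70% to -50%; inactive means maximum activity change above -50%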;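 further: thallium influx rate constant from kinetic fluorescence after stimulation buffer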
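U2OS cells transduced with KCNH2 3.1 mutant virus (1.77 x 10^8 /mL, 4 h), plated overnight at 37 C, loaded 45 min with FluxOr dye plus Red40 quencher. Thallium flux rate constant from kinetic reads after stimulation buffer, normalised to controls.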
hERG WT inh – KCNH2 (human, wildtype) channel inhibition; activity change, % at 1.84 µM; U2OS, BacMam KCNH2, thallium flux FluxOr; hits give low values; AID 720551; hit rate 0.37% among 340,000; Q12809;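 active means maximum activity change below -70%; inconclusive means maximum activity change between -70% and -50%; inactive means maximum activity change above -50%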
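U2OS cells transduced with wild-type KCNH2 virus are loaded with FluxOr dye for 45 min, and thallium flux is measured in kinetic reads before and after stimulation buffer. Rate constants are normalized to DMSO controls.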
Starred values were filed as active, the others as inactive; ? = inconclusive; . = no result given; [ ] = another dose, or the depositor's remark. Unless noted, the call rests on the fitted dose curve; in most records, active means well fitted curve in the direction sought with a large enough effect; inconclusive means small, poorly fitted or top-dose-only effect, or another doubt; inactive means no such curve, though single readings can be large; an effect the other way counts as inactive or inconclusive. Unless noted, on the % scale 0 is the no-effect control and ±100 the full control effect. An unsorted share of the library; 2.4% or so of the library scored in one or more.

SMILES | uPA generation | PKM2 activator | USP2a block | Giardia killer | Eya2 phos inh | BCR signal inh | B2AR arrestin | GALK inhibitor | FBPA coupling cs | KCNH2 3.1 block | hERG WT inh
NC(=O)c1ccc(NC(=O)CCCc2nc(-c3ccccc3Cl)no2)cc1 | . | 1.7% | 2.2% | 0.3 | 1.0% | 4.9% | -0.7% | 3.3% | 2.7 | -19.5 | 20.7
O=C(NC1CCCc2ccccc21)c1ccccc1OC(F)F (stereo unspecified) | -0.4% | 3.9% | -1.3% | -25.5 | 2.0% | -2.1% | -0.3% | -2.1% | 2.3 | 0.9 | -2.6
Cc1ccc(-c2nc(CC(=O)Nc3cccc(S(=O)(=O)NC4=NCCC4)c3)cs2)cc1 | 0.4% | . | -0.5% | -17.3 | -8.9% | -0.6% | 0.1% | . | . | -8.7 | -1.1
COc1ccc(CNC(=S)Nc2cc(C)cc(C)c2)cc1 | -2.9% | -7.5% | 2.7% | -7.0 | -19.7% | 4.6% | 0.2% | -0.1% | -1.1 | 9.9 | -1.3
CCCn1nc2ccccc2c1P(=N)(N1CCOCC1)N1CCOCC1 | . | -3.5% | -0.8% | 2.5 | 20.1% | 0.5% | -0.7% | -1.5% | 3.5 | 15.8 | 2.8
COc1ccc(CCN2C(=O)CN=C2Nc2ccc(F)cc2)cc1OC | -0.2% | 0.7% | 3.4% | -5.0 | -22.8% | ? | -0.1% | 5.3% | 2.0 | -12.5 | -8.4
COc1ccc(N2CCN(c3cc(C)c4ccc(C)cc4n3)CC2)cc1 | 0.9% | 3.5% | 1.0% | 3.0 | -9.2% | ? | -0.4% | 1.1% | -3.8 | -102.1* | -73.7*
CC(OC(=O)c1ccc2c(=O)n3c(nc2c1)CCCCC3)C(N)=O (stereo unspecified) | -1.0% | -1.6% | -0.4% | 0.8 | -4.0% | 0.2% | -0.1% | -0.3% | 2.6 | 12.1 | -0.2
N#Cc1c(-n2cccc2/C=N/O)sc2c1CCCC2 | -1.1% | -0.3% | -1.4% | -20.3 | -18.4% | 5.4% | 0.2% | -1.0% | 5.4 | 0.4 | -4.9
Cc1cc(C)nc(-n2ncc3c2CC(c2cccc(Cl)c2)CC3=O)n1 (stereo unspecified) | -9.6% | . | 0.5% | 2.4 | -0.9% | 0.0% | -0.7% | 1.5% | 5.9 | -8.3 | 2.4
O=C(NNC(=O)C1CCN(c2ncccn2)CC1)c1ccc(F)cc1 | 0.1% | -11.4% | 2.9% | -12.2 | 2.1% | 0.6% | -0.1% | -2.0% | 6.1 | -0.3 | 4.1
O=C(O)COc1ccc(/C=N/NC(=O)c2ccc(-c3csc(Nc4ccc(Cl)cc4)n3)cc2)cc1 | 1.9% | ? | 3.1% | -26.4 | -6.9% | ? | 0.6% | 1.0% | 2.9 | 0.7 | 1.4
Cc1ccccc1C(=O)NCC(=O)NNC(=O)c1cccc(Cl)c1 | 5.1% | . | 1.4% | -3.9 | 11.0% | ? | -0.4% | . | . | 2.2 | -6.5
CC(=O)c1ccc(OCC(=O)c2ccc(-c3ccccc3)cc2)cc1 | 5.4% | -4.0% | 1.3% | 1.2 | 8.7% | 0.6% | -0.9% | -0.8% | 2.5 | 8.3 | -2.0
CCc1noc(C)c1C(=O)OC(C)C(=O)Nc1cc([N+](=O)[O-])ccc1OC (stereo unspecified) | -2.4% | . | 0.6% | -3.2 | 22.9% | -14.5% | 0.1% | . | . | 2.2 | -4.9
CC(C)=NNc1nc2c(c(=O)n(C)c(=O)n2C)n1C | -8.9% | -15.8% | -1.0% | 1.1 | -4.5% | ? | 0.4% | 1.1% | -5.5 | -22.1 | -0.7
COC(=O)c1cc(OC)c(OC)c(OC)c1[N+](=O)[O-] | -2.2% | -2.0% | 1.4% | 3.2 | 14.4% | ? | -0.6% | -4.1% | 5.4 | -3.0 | -24.1
O=C(CSc1ccc(Cl)cc1)N1CCCC1 | 39.6%[activator] | -2.4% | 3.8% | -18.0 | 6.2% | 3.0% | 0.1% | 0.1% | -1.6 | 20.7 | .
CC(=O)Nc1cccc(C(=O)N2CCN(S(=O)(=O)c3ccc4ccccc4c3)CC2)c1 | -3.2% | . | 2.2% | ? | 9.6% | -10.4% | -0.2% | 0.8% | 5.7 | 0.1 | -18.9
CCN(C[C@H]1N[C@@](CC)(C(=O)OC)[C@H]2C(=O)N(C)C(=O)[C@@H]12)S(=O)(=O)c1ccccc1 | -10.7% | . | 1.8% | -25.7 | 1.0% | -0.5% | -0.8% | . | . | 4.9 | -0.8
Cc1c(NC(=O)c2cccc(NC(=O)Cc3ccc(F)cc3)c2)c(=O)n(-c2ccccc2)n1C | -0.3% | . | 0.6% | 19.6 | -4.8% | -0.2% | -0.3% | . | . | 0.9 | -16.6
COc1cc2sc(-c3ccc(S(C)(=O)=O)cc3)c(C#CCO)c2cc1OC | 4.0% | . | -3.5% | -2.6 | -18.4% | ? | -0.6% | . | . | 7.9 | -8.8
Cc1ccc(C(C[N+](=O)[O-])Sc2ccc(N)cc2)cc1 (stereo unspecified) | -2.9% | 1.5% | 4.2% | -5.3 | 4.5% | 6.5% | ? | -0.4% | 2.9 | -5.8 | 16.8
COc1ccc(CNC(=O)C(OC(=O)c2cccs2)C(C)C)cc1 (stereo unspecified) | -0.7% | -2.4% | 4.3% | -19.0 | -1.6% | 0.4% | 0.1% | 7.4% | 4.5 | 7.2 | -1.3
O=C(O)c1cccnc1Sc1ccccc1 | 0.3% | 4.0% | -0.1% | -4.7 | -0.1% | 2.3% | -1.1% | -3.5% | 2.4 | 1.1 | 3.2
CCOc1ccc(NCc2ccccc2OCc2cccc(F)c2)cc1 | -4.1% | 1.9% | -1.7% | -7.0 | -15.6% | ? | -1.1% | 0.0% | -12.1 | 1.0 | 4.6
COc1ccc(C(CNC(=O)COc2ccc([N+](=O)[O-])cc2)N2CCCCC2)cc1 (stereo unspecified) | 1.1% | -0.4%[0.46 µM] | -0.1% | 10.5 | 0.5% | 1.8% | 0.1% | 4.1% | -0.8 | -35.3 | 22.8
CCOC(=O)c1c(C)nc2sc(C(N)=O)c(N)c2c1-c1ccccc1 | 16.7% | -4.8% | 2.9% | -3.8 | 9.0% | ? | 0.1% | -2.4% | 1.0 | 9.0 | 8.7
CC(=O)Nc1ccc(S(=O)(=O)NC(CC(=O)N(C)Cc2ccccc2)C(C)C)cc1 (stereo unspecified) | 3.7% | 4.5% | 3.9% | -3.1 | -2.9% | -2.1% | 3.9% | 0.7% | 0.4 | 0.4 | -2.8
COc1cccc(-n2c(SC3CCOC3=O)nc3ccccc3c2=O)c1 (stereo unspecified) | . | 0.0% | -3.2% | 3.3 | 2.6% | -1.8% | 0.4% | -0.1% | 0.4 | -3.9 | 2.6
CCOC(=O)c1c(NC(=O)COC(=O)Cn2c(C(F)(F)F)nc3ccccc32)sc(C)c1C | 2.2% | -1.5% | -1.8% | 8.8 | 4.8% | 0.0% | -0.6% | -2.4% | -2.6 | . | -3.8
COc1cc(OC)c(-c2noc(C(=O)OC(C)(C)C)c2C(=O)OC(C)(C)C)c(OC)c1 | -1.7% | -13.2% | -6.7% | -0.5 | -10.8% | -0.6% | -0.4% | 0.2% | -7.3 | -7.9 | 2.2
Cc1cccc(N2CCN(S(=O)(=O)c3cn(C)cn3)CC2)c1C | -4.3% | -1.4% | 4.0% | -8.4 | 5.9% | ? | 0.4% | -2.5% | 4.0 | 17.6 | 15.1
COc1nc(-c2ccccc2)cc(-c2ccc3c(c2)OCO3)c1C#N | -11.5% | 2.9% | 0.2% | -25.8 | 9.4% | 2.0% | -0.7% | -2.4% | -12.5 | -8.2 | -4.7
COc1ccc([N+](=O)[O-])cc1NC(=S)NC(=O)C(C)(C)C | -1.6% | 5.8% | 0.7% | -14.1 | -4.3% | -1.0% | 0.0% | 4.9% | 2.3 | 6.0 | 0.0
O=C(O)c1cc(S(=O)(=O)NCCCN2CCCC2=O)ccc1Cl | 6.1% | . | 3.4% | 16.7 | 12.7% | 2.3% | -0.8% | . | . | . | -18.9
Cc1ccc(/C=C/C(=O)Nc2ccc(S(=O)(=O)Nc3cc(C)nc(C)n3)cc2)cc1 | -2.5% | -1.0% | 1.9% | 12.9 | 3.9% | ? | -0.4% | -2.6% | 0.1 | -21.9 | -8.2
COc1ccc(C(C)=O)cc1COC(=O)c1cnc(Cl)c(Cl)c1 | -4.0% | -18.3% | 0.3% | -1.0 | 8.4% | -0.5% | -1.1% | 9.0% | -1.4 | -0.5 | 13.8
Cc1ccc(C)c(NS(=O)(=O)c2cc(C(=O)N3CCc4ccccc4C3)ccc2Cl)c1 | 1.2% | 2.5% | -3.9% | 0.4 | -9.1% | ? | -0.2% | -2.7% | 3.3 | -38.1 | 13.0
